# Screens: PubChem BioAssay, The Scripps Research Institute Molecular Screening Center
# LEDGF integ inh – blocks HIV-1 LEDGF/p75-dependent DNA integration; inhibition, % at 3.7 µM; TR-FRET IN-LEDGF/p75 DNA integration, Eu/Cy5; 370,000 tested, 0.64% active;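 active = inhibition above the screen-wide mean plus 3 SD, cut at about 13% in these data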;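 note: signal is the Cy5 over europium emission ratio at 671 and 618 nm; 0% = plate median of compound wells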
# SIAE primary – human SIAE inhibition, primary screen; inhibition, % at 9.66 µM; Q9HAT2; 370,000 tested, 0.69% active; AID 1053197; SIAE FP-Rh probe binding, fluorescence polarization;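 active = inhibition above a cutoff: mean of compounds within the control limits plus 3 SD of those, cut at about 17% in these data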;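 note: 0% = plate median of compound wells and 100% = probe without SIAE protein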
# Tn7 DDE FP – inhibitors of Tn7 peptide binding to human fibrin DD(E) | P02675 | FP displacement of FITC-Tn7 peptide from fibrin DD(E); 0% = median of compound wells per plate | inhibition, % at 8.3 µM | 370,000 tested, 0.13% active | AID 720508;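 active = inhibition above the mean of compounds falling within the control limits plus 3 SD of them, cut at about 14% in these data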;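 note: 0% = plate median of compound wells and 100% = 10 µM Aha-Tn7 peptide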
#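 system = human fibrin DD(E) protein | quantity = DD(E) 2 µM final | medium = Tris/NaCl/CaCl2 buffer, pH 7.8 | also added = labelled Tn7 tracer, 0.1 µM | compound dosing = single point at 8.3 µM | timing = compound with protein 10 min, then 3 h after probe, room temperature | signal = FP measurement | benchmarks = Aha-Tn7 high control | repeats = one replicate per compound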
# UHRF1 binding – UHRF1 methyl-DNA binding inhibition; Q96T88; UHRF1 binding to methylated oligo, TR-FRET; inhibition, % at 4.4 µM; 370,000 tested, 0.75% active; AID 687016; in the data active = inhibition above about 21%;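 note: UHRF1 SRA domain binding a hemimethylated CpG hairpin DNA probe; 0% = median of test compound wells and 100% = reference inhibitor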
# PRMT1 FP inh – inhibitors of human PRMT1; Q99873; recombinant PRMT1, activity-based probe fluorescence polarization; AID 652257; 370,000 tested, 1.3% active; inhibition, % at 2.79 µM;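 active = inhibition above about 21% made by adding two undisclosed values, limit read from the data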
# Target sequence (Q99873 whole entry, looked up): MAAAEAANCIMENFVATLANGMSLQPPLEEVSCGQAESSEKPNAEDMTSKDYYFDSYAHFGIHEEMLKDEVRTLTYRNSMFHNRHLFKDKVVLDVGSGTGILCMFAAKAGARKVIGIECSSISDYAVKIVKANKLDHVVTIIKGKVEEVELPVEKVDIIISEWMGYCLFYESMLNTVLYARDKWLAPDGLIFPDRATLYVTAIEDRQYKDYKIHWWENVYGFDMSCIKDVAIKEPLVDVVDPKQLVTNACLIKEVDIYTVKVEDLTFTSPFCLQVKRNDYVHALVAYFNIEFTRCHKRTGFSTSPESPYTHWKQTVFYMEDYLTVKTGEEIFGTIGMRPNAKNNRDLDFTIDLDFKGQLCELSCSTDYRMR
# TDP2 inh – TDP2 (human) inhibition, absorbance primary screen; 370,000 tested, 0.34% active; recombinant TDP2, T5PNP hydrolysis, p-nitrophenol absorbance 415 nm; O95551; inhibition, % at 12.8 µM; AID 720702;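 active = inhibition above the mean of all tested compounds plus 3 SD, set per campaign, cut at about 25% in these data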;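 note: 0% = DMSO with enzyme and 100% = buffer with substrate but no TDP2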
#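 test system = human TDP2 enzyme | input = TDP2 enzyme at 120 nM final | medium = 50 mM Tris-HCl pH 7.5 with Mg2+, KCl, DTT, BSA | also added = T5PNP substrate, 5 mM | times = 2 h at 37 °C | technique = epi absorbance | benchmarks = high control without enzyme, low control DMSO plus TDP2 | replication = each compound tested once, singlicate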
# HTRA1 inh – blocks human HTRA1 serine peptidase; 340,000 tested, 0.5% active; inhibition, % at 5.96 µM; recombinant HTRA1, FP-rhodamine activity-based probe, fluorescence polarization; Q92743; in the data active = inhibition above about 36%;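 note: 0% = enzyme with DMSO and 100% = wells lacking enzyme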
# Target sequence (Q92743 whole entry, looked up): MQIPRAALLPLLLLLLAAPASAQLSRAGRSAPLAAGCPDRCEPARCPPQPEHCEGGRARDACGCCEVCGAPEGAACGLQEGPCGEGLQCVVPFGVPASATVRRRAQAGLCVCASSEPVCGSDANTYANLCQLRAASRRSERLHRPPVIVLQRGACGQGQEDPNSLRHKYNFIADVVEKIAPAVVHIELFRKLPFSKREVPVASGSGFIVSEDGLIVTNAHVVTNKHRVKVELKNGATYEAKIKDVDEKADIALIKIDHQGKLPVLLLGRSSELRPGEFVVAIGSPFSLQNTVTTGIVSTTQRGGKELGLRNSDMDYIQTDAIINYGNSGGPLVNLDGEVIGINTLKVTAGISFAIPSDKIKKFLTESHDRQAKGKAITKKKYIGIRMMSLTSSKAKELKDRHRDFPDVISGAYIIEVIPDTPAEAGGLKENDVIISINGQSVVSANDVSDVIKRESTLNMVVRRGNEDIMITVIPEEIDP
# ABHD4 inh – inhibits mouse alpha/beta hydrolase domain 4; Q8VD66; purified mABHD4, FP-Rh probe fluorescence polarization; inhibition, % at 8.92 µM; 370,000 tested, 0.54% active;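 active = inhibition exceeding the mean over every tested compound plus 3 SD, cut at about 30% in these data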;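 note: 0% = plate median of compound wells and 100% = S159A mutant with DMSO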
#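 Doses – 8.92 µM, single dose · Material – wild-type mouse ABHD4 protein · Replication – single well per compound (singlicate) · Measure – percent inhibition of probe binding, normalized to plate controls · Schedule – 45 min compound pre-incubation plus 60 min probe step, 25 °C · Detection – fluorescence polarization with parallel and perpendicular emission, 525/598 nm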
# TCR CD3 inh – human TCR-CD3 binding inhibition | 360,000 tested, 0.37% active | TAMRA-labeled TCR probe fluorescence, biochemical | inhibition, % at 9.4 µM; in the data active = inhibition above about 19%;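 note: recombinant mutant TCR 2C K166C tagged with TAMRA read by polarization; 0% = receptor in buffer alone and 100% = receptor with positive control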
# PG9 binder – PG9 antibody binding by small molecule. TR-FRET gp120-PG9 antibody binding. inhibition, % at 6.7 µM. 360,000 tested, 0.43% active; in the data active = inhibition above about 8.5%
# The depositor's hits bear a star; / = no result given. Rows are unselected; any-hit rate near 4.2%.
SMILES,LEDGF integ inh,SIAE primary,Tn7 DDE FP,UHRF1 binding,PRMT1 FP inh,TDP2 inh,HTRA1 inh,ABHD4 inh,TCR CD3 inh,PG9 binder
Cc1c([N+](=O)[O-])cc(C(=O)Nc2ccc3ncccc3c2)cc1[N+](=O)[O-],1.5,-1.5,-4.8,3.2,-1.3,-2.0,-3.8,-0.8,-7.2,-2.3
O=C(Nc1ccc(Cl)cc1)OCC12COCN1COC2,-3.1,1.2,-5.5,0.2,-3.3,-7.8,/,1.6,10.1,-0.2
CCOC(=O)Cn1cc(CN2C(C(=O)OC)CN(Cc3ccc(F)cc3)CCS2(=O)=O)nn1 (stereo not given),5.3,-0.4,-6.3,14.3,2.0,-7.1,/,-2.3,/,/
Cc1cc(SCc2cc(=O)n3ccsc3n2)nc2ccccc12,2.0,4.7,-7.4,-5.7,-2.6,4.3,-11.2,-6.3,-8.5,0.8
COc1ccc(NC(=O)N2CCN(S(C)(=O)=O)CC2)c(OC)c1,1.4,5.2,2.6,14.0,1.1,-3.1,9.3,0.0,3.0,-1.8
CCOC(=O)C1CCN(C(=O)c2oc3ccc(S(=O)(=O)N4CC(C)CC(C)C4)cc3c2C)CC1 (stereo not given),-2.5,3.8,1.1,-1.5,0.1,-20.9,-20.0,-17.4,4.8,-2.1
CC(=O)OCC(COC(C)=O)OC(C)=O,2.2,-8.0,0.8,5.5,-4.8,-15.0,4.3,-3.4,-1.4,-2.1
c1ccc(COc2ccc(OCCN3CCCCC3)cc2)cc1,2.5,7.1,-2.3,-2.1,-2.4,4.9,1.0,7.0,0.8,0.9
COc1ccc(/C=N/NC(=O)c2nc(Cl)c(Cl)c(N)c2Cl)cc1COc1ccc(F)cc1F,3.6,-49.0,-0.3,-4.1,-2.5,6.5,-24.6,0.3,3.2,-0.1
Nc1ccc(-c2nc3ccc(C(=O)O)cc3s2)cc1,-4.2,0.8,4.1,-4.8,-1.7,-6.8,5.1,18.2,2.9,-0.8
COc1ccc(NC(=O)CN(Cc2ccccc2)S(C)(=O)=O)cc1,3.4,5.1,0.4,-0.3,-2.1,-3.6,-9.9,4.3,-1.2,0.3
Cc1ccc(S(=O)(=O)CCC(=O)NCc2ccccc2)cc1,-1.9,3.2,3.8,-1.3,-2.3,-0.3,7.7,3.8,2.3,-0.5
CC(=O)N1c2ccc(S(=O)(=O)NCC3CCC(C(=O)NCc4ccc(C)cc4)CC3)cc2CC1C (stereo not given),0.2,-1.0,-0.5,0.2,-1.8,-0.7,-11.8,2.7,3.6,0.6
COCCn1c(SCC(=O)c2cccc(OC)c2)nnc1-c1ccco1,-0.7,-2.8,-3.7,-0.3,3.3,4.3,-1.8,1.6,3.8,-4.0
COc1cc(OC)cc(C(=O)N2CCN(C3CCCCC3)CC2)c1,-0.5,16.8,-2.5,-1.2,-1.6,21.7,5.4,10.9,3.7,1.3
CCOC(=O)C1CCCN(C(=O)CCNS(=O)(=O)c2ccc3c(c2)CCC(=O)N3)C1 (stereo not given),2.0,1.4,2.6,1.4,1.2,0.6,6.0,8.4,0.5,0.3
CCOc1ncccc1C(=O)OCC(=O)Nc1cc(S(=O)(=O)N2CCOCC2)ccc1Cl,-5.3,-10.0,9.2,0.0,2.9,-13.7,4.7,-3.2,-3.3,1.3
CCCCCCOC(=O)CCc1c(C)nc(N)[nH]c1=O,-3.1,-2.9,-4.6,1.0,0.8,15.8,1.9,-3.7,2.9,0.6
COc1ccc(N2CCN(C(=O)c3ccc(C)c(Cl)c3)CC2)cc1,0.1,6.3,-9.6,-1.8,-3.8,-13.2,-4.6,-0.5,0.1,-0.2
COc1ccc(CCOC(=O)c2ccc(N)c([N+](=O)[O-])c2)cc1,0.5,-3.2,4.2,-0.6,-1.4,-1.1,-23.2,-22.0,4.4,2.2
O=C(N/N=C\c1ccc(COc2ccc([N+](=O)[O-])cc2)o1)c1ccc(Cl)cc1,1.7,-58.8,3.5,-2.3,-0.8,-2.3,-3.4,0.2,-2.4,-3.7
Nc1ccc(-c2nc3ncccc3o2)c(O)c1,-4.4,-0.6,-5.2,-15.1,-1.0,0.2,1.2,1.8,0.4,0.0
O=[N+]([O-])c1ccc(NN=Cc2cccc([N+](=O)[O-])c2)cc1,-1.0,15.1,1.5,-1.4,2.5,2.8,-1.9,6.3,-3.2,1.5
Cc1noc(C)c1NC(=O)NCCN1CCN(Cc2ccccc2)CC1,2.7,1.2,-3.9,-1.7,-2.2,16.2,5.9,-7.3,4.2,0.4
Cc1cc(C(=O)COC(=O)Cc2n[nH]c(=O)c3ccccc23)c(C)n1-c1ccc2c(c1)OCCO2,-3.0,6.9,-1.7,-1.3,-1.9,-2.5,-28.1,1.8,5.7,0.5

# Further results.
SMILES,LEDGF integ inh,SIAE primary,Tn7 DDE FP,UHRF1 binding,PRMT1 FP inh,TDP2 inh,HTRA1 inh,ABHD4 inh,TCR CD3 inh,PG9 binder
CN1CCN(c2ccc(-c3cccc4nccn34)cn2)CC1,-0.4,-1.4,-0.5,-1.3,-2.5,-5.1,/,3.0,-1.9,-3.7
CCOC(=O)C1CCN(S(=O)(=O)c2cc(F)ccc2OC)CC1,-2.3,1.8,0.8,0.7,-0.8,5.5,2.3,-3.8,5.9,-0.1
COc1ccccc1NC(=O)Cn1nc(-c2ccncc2)nc1SCC(=O)NC1CCCC1,5.0,-4.2,4.8,2.5,-5.7,-11.4,4.0,17.4,2.0,1.7
Cc1cccc(NC(=S)NCC23C=CC(O2)C2C(=O)N(c4ccc(Cl)cc4)C(=O)C23)c1 (stereo not given),4.0,-3.3,-3.4,3.9,77.8*,-4.0,-38.6,-1.9,-5.5,-1.6
CC(Sc1nnc(-c2ccccc2Br)n1-c1cccc(C(F)(F)F)c1)C(N)=O (stereo not given),-1.6,7.0,-9.7,2.7,-2.8,-12.0,6.1,-2.1,4.2,-1.2
O=S(=O)(c1ccccc1)N(CC1CO1)c1ccccc1 (stereo not given),-0.1,-3.2,5.6,-1.6,-0.9,16.7,12.0,2.5,-6.7,2.3
COC(=O)[C@@]1(C(C)C)N=C(c2cc(OC)c(OC)c(OC)c2)[C@]2(O1)C(=O)Nc1ccc(F)cc12,-4.5,1.3,8.0,-1.6,-3.2,-3.1,/,-1.8,2.6,-2.1
COc1ccc(S(=O)(=O)N2CCOCC2)cc1C(=O)N1CCCC1,4.6,-5.6,5.3,1.1,-5.7,-8.3,9.1,-4.8,-2.1,0.5
Cc1oc(-c2ccc(Cl)cc2)nc1CN1CCCC(C(=O)NCc2ccco2)C1 (stereo not given),-1.4,-4.5,6.7,0.4,1.1,-7.4,-1.4,-1.7,-1.4,0.7
CCC(C)N(C(=O)Cn1cnc2c1c(=O)n(C)c(=O)n2C)C1CCS(=O)(=O)C1 (stereo not given),1.2,-3.0,2.7,-3.3,-0.6,0.1,5.3,0.8,3.2,0.9
O=[N+]([O-])c1ccc(N2CCCCC2)c(Cl)c1N1CCCCC1,-2.9,2.0,0.7,1.1,-0.3,-2.9,-2.4,1.4,-2.9,1.3
COCC(=O)NNC(=O)c1ccccc1OC,-0.8,0.1,0.9,-1.4,-2.8,3.4,1.9,2.2,6.3,0.2
C=CCCC(=O)N1C[C@H]2CCN(C)[C@H]2C[C@H]1c1ccc(Br)cc1,2.0,2.8,-2.7,-0.7,-2.8,12.0,/,3.9,-8.6,0.8
Cc1ccc(CCNC(=O)C2CC(c3ccccc3[N+](=O)[O-])=NO2)cc1 (stereo not given),-4.2,0.2,0.6,-1.3,1.3,-3.4,1.1,4.9,7.5,-3.3
Cc1ccc(CSCC(=O)N2CCN(c3ccc(F)cc3)CC2)cc1,-1.9,0.8,4.1,-0.4,2.7,-0.5,-8.1,-11.1,4.2,-2.3
O=C(CSc1nnc2ccc(-c3ccccn3)nn12)Nc1ccc(F)cc1,2.6,2.8,3.6,0.9,1.5,7.3,-4.2,-5.2,-4.7,0.1
COCCN(C(=S)Nc1cccc(OC)c1)C1CCN(C(C)C)CC1,9.4,9.3,1.7,-1.2,1.6,-2.7,-0.6,3.9,2.4,-1.9
COc1ccc(S(=O)(=O)N2CCOCC2)cc1NC(=O)CSc1nnc(C2CC2)n1C,4.7,-3.8,-4.6,1.7,-3.2,-6.1,-1.1,5.1,-1.1,-2.5
O=C(CSc1ccccc1F)NNC(=O)c1cncc(Br)c1,1.4,1.4,1.9,-0.7,-0.2,9.6,0.5,-4.9,1.4,0.2
COc1ccc(N=CC2=C(O)CC(c3ccccc3)CC2=O)c(OC)c1 (stereo not given),1.6,-7.8,1.4,0.9,-1.6,-0.6,-7.1,-0.8,3.3,-1.2
CCOC(=O)c1c(-c2ccccc2)n(C)c2ccc(O)cc12,-5.6,1.9,-0.5,0.6,1.4,-3.6,1.9,5.1,-0.8,2.2
COc1ccc(C)cc1-n1c(C)cc(C=O)c1C,-6.0,-0.4,10.1,5.0,2.4,-5.0,-0.1,-2.2,-9.4,0.1
CC(=O)N1C(O)CC(C)N1c1ccccc1 (stereo not given),2.6,6.9,-3.5,-0.1,-0.1,0.7,2.4,-6.5,2.5,-1.0
CCN1CCN(Cc2c(O)ccc3c2O/C(=C\C=C\c2ccccc2OC)C3=O)CC1,5.7,-8.6,-19.0,-9.9,13.8,-11.1,0.8,-6.5,-13.1,-6.8
CCN(C(=S)Nc1cccnc1)c1ccccc1,-0.7,-6.8,3.5,5.6,7.3,-13.8,1.5,-15.6,-2.0,-0.4
CC(=O)Nc1ccc(S(=O)(=O)NCc2ccc3[nH]c(C)cc3c2)cc1,4.0,1.8,1.3,-3.0,1.7,8.6,8.0,-19.3,1.3,-2.3
CC(C)n1cnnc1SCC(=O)NC(=O)c1ccccc1,2.0,-4.3,2.3,2.5,-2.3,-7.4,-2.4,-0.6,-2.2,-0.8

# A different layout for some results above:
mol | LEDGF integ inh | SIAE primary | Tn7 DDE FP | UHRF1 binding | PRMT1 FP inh | TDP2 inh | HTRA1 inh | ABHD4 inh | TCR CD3 inh | PG9 binder
CC(Sc1nnc(-c2ccccc2Br)n1-c1cccc(C(F)(F)F)c1)C(N)=O (stereo not given) | -1.6 | 7.0 | -9.7 | 2.7 | -2.8 | -12.0 | 6.1 | -2.1 | 4.2 | -1.2
C=CCCC(=O)N1C[C@H]2CCN(C)[C@H]2C[C@H]1c1ccc(Br)cc1 | 2.0 | 2.8 | -2.7 | -0.7 | -2.8 | 12.0 | / | 3.9 | -8.6 | 0.8
COc1ccccc1NC(=O)Cn1nc(-c2ccncc2)nc1SCC(=O)NC1CCCC1 | 5.0 | -4.2 | 4.8 | 2.5 | -5.7 | -11.4 | 4.0 | 17.4 | 2.0 | 1.7
CCOC(=O)c1c(-c2ccccc2)n(C)c2ccc(O)cc12 | -5.6 | 1.9 | -0.5 | 0.6 | 1.4 | -3.6 | 1.9 | 5.1 | -0.8 | 2.2
